# PLC-beta3 inh – inhibitors of human phospholipase C beta3. Q01970. Purified PLC-beta3, fluorogenic substrate, fluorescence. inhibition, % at 12.2 µM. actives 0.18% (n = 370,000). AID 720704; in the data active = inhibition above about 11%;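 also: 0% = median of compound wells on plate and 100% = full blocker control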
# PG9 Ab binder – binds the HIV-1 gp120 antibody PG9 | TR-FRET gp120-PG9 antibody binding | AID 624416 | inhibition, % at 6.7 µM | actives 0.43% (n = 360,000); in the data active = inhibition above about 8.5%
# Rev-erbA mod – Rev-erb alpha (human) modulation | Rev-erbα–FITC-DNA binding, fluorescence polarization, 90 min | activity, % at 10 µM | actives 0.79% (n = 370,000) | AID 1259318;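 active = activity above about 14%, limit read from the data; passing the limit was not always enough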;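 also: 0% = DMSO wells with 35 nM protein and 100% = DMSO wells with 750 nM protein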
# Target sequence (P20393 whole entry, looked up): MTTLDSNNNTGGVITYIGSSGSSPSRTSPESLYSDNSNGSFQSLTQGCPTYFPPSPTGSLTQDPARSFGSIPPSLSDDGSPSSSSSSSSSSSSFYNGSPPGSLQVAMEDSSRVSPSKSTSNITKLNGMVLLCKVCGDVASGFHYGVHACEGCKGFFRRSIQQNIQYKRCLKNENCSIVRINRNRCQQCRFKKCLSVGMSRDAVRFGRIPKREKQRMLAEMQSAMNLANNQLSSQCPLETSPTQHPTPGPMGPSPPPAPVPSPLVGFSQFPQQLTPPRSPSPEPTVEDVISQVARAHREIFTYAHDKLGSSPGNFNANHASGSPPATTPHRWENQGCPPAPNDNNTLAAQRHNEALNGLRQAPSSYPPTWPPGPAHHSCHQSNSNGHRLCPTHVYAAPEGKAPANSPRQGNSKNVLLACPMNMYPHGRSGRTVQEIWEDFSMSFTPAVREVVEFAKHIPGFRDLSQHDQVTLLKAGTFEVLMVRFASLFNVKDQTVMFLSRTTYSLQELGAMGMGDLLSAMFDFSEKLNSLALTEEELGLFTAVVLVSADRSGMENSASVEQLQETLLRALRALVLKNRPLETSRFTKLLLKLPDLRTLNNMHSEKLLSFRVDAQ
# hcDAF12 agonist – activates DAF-12 receptor from parasite H. contortus; HEK293 hcDAF-12 lit1-tk-luc reporter, luminescence; 0% DMSO, 100% Δ7-dafachronic acid; actives 1.4% (n = 370,000); activation, % at 6.8 µM;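 active = activation above the mean of all tested compounds plus 3 SD, cut at about 5.5% in these data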;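 also: 100% = response to 3 µM Δ7-dafachronic acid high control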
# ssDAF-12 act – activators of S. stercoralis DAF-12 nuclear receptor; actives 1% (n = 370,000); activation, % at 6.8 µM; HEK293 ssDAF-12/GRIP1 lit1-tk-luc reporter, luminescence; % of 3 µM dafachronic acid response;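 active = activation above the mean over all tested compounds plus 3 SD, cut at about 0.9% in these data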;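 also: 0% = DMSO-only wells and 100% = 3 µM delta7-dafachronic acid wells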
# SMARCA2 act – increases SMARCA2 function in MMTV reporter cells; MG213 cells, MMTV-luciferase reporter, dexamethasone, overnight; activation, % at 9.1 µM; actives 1% (n = 370,000); in the data active = activation above about 7.8%;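 also: 0% = vehicle wells and 100% = reference activator wells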
# DAX1 inh-1 – inhibitors of DAX1 repression of SF-1 activated StAR promoter | HEK293T StAR-luciferase reporter, SF-1/DAX-1 repression relief | inhibition, % at 6.8 µM | actives 1.1% (n = 370,000) | AID 652010;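 active = inhibition above the mean over all tested compounds plus 3 SD, cut at about 3.6% in these data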;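 also: 0% = DAX-1 cells with DMSO and 100% = cells lacking DAX-1 with DMSO; higher inhibition means more luminescence from relief of DAX-1 repression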
# hgDAF-12 ag – hgDAF-12 agonism, primary luciferase screen; HEK293 GAL4-hgDAF12 UAS-luciferase reporter, agonist luminescence; normalized to butyrate control; activation, % at 6.8 µM; actives 1.8% (n = 370,000);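 active = activation above a cutoff set at the mean of all screened compounds plus 3 SD, cut at about 10% in these data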;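 also: 0% = DMSO wells and 100% = sodium butyrate wells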
# HGIII-sPLA2 inh – Blocks human group III sPLA2 activity. Q9NZ20. QFRET BODIPY PC-A2 liposome hydrolysis, fluorescence. inhibition, % at 12.2 µM. actives 0.56% (n = 370,000). AID 743126;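 active = inhibition above mean plus 3 SD of compounds lying within the high and low control bounds, cut at about 19% in these data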;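 also: 0% = median of test compound wells and 100% = no enzyme DMSO wells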
# Target sequence (Q9NZ20 whole entry, looked up): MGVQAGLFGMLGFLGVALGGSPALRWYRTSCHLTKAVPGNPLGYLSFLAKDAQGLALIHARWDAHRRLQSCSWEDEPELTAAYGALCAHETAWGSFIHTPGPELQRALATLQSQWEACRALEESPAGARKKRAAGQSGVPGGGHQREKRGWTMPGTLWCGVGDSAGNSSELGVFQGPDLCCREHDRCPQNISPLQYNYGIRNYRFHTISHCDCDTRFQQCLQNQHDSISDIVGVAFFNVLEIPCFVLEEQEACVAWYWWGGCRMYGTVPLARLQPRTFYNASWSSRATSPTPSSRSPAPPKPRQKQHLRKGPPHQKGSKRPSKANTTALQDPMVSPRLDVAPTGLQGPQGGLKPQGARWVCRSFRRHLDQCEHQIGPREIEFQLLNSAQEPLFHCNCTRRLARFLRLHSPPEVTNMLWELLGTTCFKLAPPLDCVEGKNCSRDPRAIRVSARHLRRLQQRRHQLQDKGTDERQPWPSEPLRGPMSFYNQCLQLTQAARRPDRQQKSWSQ
# DAX1 inh-2 – inhibits human nuclear receptor DAX1; P51843; HEK293 Gal4-DAX1 luciferase reporter, luminescence; inhibition, % at 6.75 µM; actives 0.99% (n = 340,000); AID 504766;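 active = inhibition above the mean over all tested compounds plus 3 SD, cut at about 4.2% in these data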;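 also: 0% = DAX1-transfected cells with DMSO and 100% = empty-vector control cells with DMSO; inhibition shows as a rise in luminescence from relieved DAX1 repression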
# FXN GAA850 act – activators of GAA850 frataxin (FXN) promoter. HEK293 lucGAA850 FXN promoter luciferase reporter, 24 h; percent of 10 µM SAHA response. activation, % at 6 µM. actives 0.56% (n = 360,000);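 active = activation above the average of all compounds screened plus 3 SD, cutoff fixed separately per campaign, cut at about 7.5% in these data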;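 also: 0% = DMSO wells and 100% = 10 µM SAHA wells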
# An asterisk follows results filed as active; i = inactive; nt = not tested or not shown.
molecule	PLC-beta3 inh	PG9 Ab binder	Rev-erbA mod	hcDAF12 agonist	ssDAF-12 act	SMARCA2 act	DAX1 inh-1	hgDAF-12 ag	HGIII-sPLA2 inh	DAX1 inh-2	FXN GAA850 act
O=C1CC(Cc2ccccc2)C(=O)N1CCc1ccc2c(c1)OCO2 (stereo unspecified)	2	-0.4	1	-0.2	-1.4	1	0.2	1.7	0	-0.6	4.5
O=C1c2ccc(-c3ccc(Cl)c(C(F)(F)F)c3)cc2S(=O)(=O)c2cccc(C(=O)N3CCN(c4ccc(Cl)cn4)CC3)c21	-57	-0.5	1	-3.3	-1.6	0	-0.5	2.0	6	0.1	-0.6
CCN(CC)S(=O)(=O)c1ccc2[nH]c(=O)cc(C(=O)NCC(c3ccco3)N3CCCC3)c2c1 (stereo unspecified)	-23	-0.2	0	-1.2	-1.1	0	2.0	1.3	4	0.7	0.5
COCc1ccc(CN2CCCC(C(=O)Nc3ccccc3-c3ccc(OC)cc3)C2)o1 (stereo unspecified)	4	-2.1	2	1.8	-1.1	-1	-0.1	-1.7	4	0.4	-0.9
Cc1cc(NC(=O)CSc2nc3c(c(=O)n2-c2ccc(Cl)cc2)SCC3)no1	1	0.4	1	-1.5	-1.5	1	-0.1	-2.5	2	0.1	-0.7
CCn1cc(C(=O)OCC(=O)Nc2cccc(S(=O)(=O)N3CCOCC3)c2)c(=O)c2ccc(C)nc21	5	-5.5	0	-0.6	-0.7	-3	0.6	-2.9	-1	-0.7	-1.1
O=C(Nc1ncccn1)c1cccc(Cl)c1	-4	0.3	-6	4.7	0.7	-4	-0.2	-1.5	2	nt	1.4
CCOC(=O)[C@]12CCCC=C1N(CCCOC)C(=O)[C@@H]2CC(=O)N1CCCCC1	2	nt	1	-1.4	0.1	-1	-0.7	-2.7	1	nt	nt
NNC(=O)CN1C(c2ccc(Cl)cc2)=Nc2ccc(Br)cc2C1c1ccccc1 (stereo unspecified)	-73	-0.2	1	-1.0	-0.9	-5	-0.6	5.7	-4	0.5	3.8
C[C@H]1CN([C@@H](C)CO)C(=O)CCCn2nncc2CO[C@@H]1CN(C)Cc1cccc2c1OCCCO2	1	1.4	6	-0.9	-0.9	5	0.1	-1.1	3	1.4	0.3
Cc1cc(N2CCN(C(C(=O)NC3CCCC3)C(C)C)CC2)c2ccccc2n1 (stereo unspecified)	-1	-2.6	-8	-0.7	-1.3	5	-0.3	0.3	11	nt	nt
CC(C)Cn1c(=O)c2ccccc2n2c(CCC(=O)NC3CCN(Cc4ccccc4)CC3)nnc12	-2	-2.0	-4	2.3	-0.8	-1	0.0	0.9	-2	-1.0	-0.9
Cc1nnc(NC(=O)c2oc3ccccc3c2C)s1	-15	0.2	-4	11*	1.4*	3	8.9*	15*	-5	1.1	6.2
COc1cccc(OCCCn2ccnc2)c1	-3	2.3	-2	-0.5	-1.4	0	-0.1	-2.8	4	1.4	1.9
COC(=O)c1ccc(CNC(=O)c2ccc(S(=O)(=O)N3CCCCCC3)cc2)cc1	0	-2.1	-2	-1.6	-1.0	-5	-0.7	2.9	-4	-0.1	-1.8
CCCNC(=O)C1(C)CCCN(Cc2cc(-c3ccccc3)nn2C)C1 (stereo unspecified)	3	-0.9	-2	-1.2	-0.9	-2	-1.2	3.1	3	nt	-2.4
COCCN(C(=O)CSc1nc2ccccc2o1)c1c(N)n(Cc2ccccc2)c(=O)[nH]c1=O	-6	1.3	0	0.2	-1.6	-2	-0.7	1.0	5	-0.6	-1.3
COc1ccccc1Nc1ccc2nonc2c1[N+](=O)[O-]	-7	0.1	-3	-1.6	-0.5	-3	0.1	-1.4	6	-0.9	3.2
Fc1ccc(OCc2nc(-c3ccncc3)n[nH]2)cc1	1	0.2	-3	-3.2	-0.9	-1	-0.2	4.1	1	0.0	1.6
COc1ccc(CN(C)CCCn2cnc(C(=O)Nc3ccc(C)c(C)c3)n2)cc1OC	-1	-2.9	1	-2.0	-0.5	-2	-1.1	3.5	5	0.6	0.3
O=C(c1ccc(Cl)cc1[N+](=O)[O-])N1CCOCC1	4	-2.1	1	-0.1	-1.4	-2	-0.4	-0.3	-3	2.2	-0.9
CCCCCCCCN1C(=O)[C@@H](CC(=O)NCCCC)C[C@@]2(C(=O)OC)C1=C[C@H](C(C)(C)C)O[C@@H]2C	4	-1.9	3	2.1	-0.7	-3	1.5	0.1	-1	nt	nt
N=c1ccn(Cc2ccccc2Cl)cc1	3	-0.2	-8	-2.5	-1.7	-2	-2.6	-7.7	-6	-1.7	-1.8
COc1ccc(N(CC(=O)NCc2ccccc2Cl)S(=O)(=O)c2c(C)noc2C)cc1	-4	-1.5	1	-1.3	-1.1	-1	0.9	0.1	-2	0.2	-0.4
COC(=O)c1cc2c(c3c4ccccc4n(S(=O)(=O)c4ccc(C)cc4)c13)C(=O)N(CC(C)C)C2	-24	1.1	0	3.9	0.0	-4	0.0	2.1	12	nt	nt
CNC(=S)NC1(C)CCS(=O)(=O)C1 (stereo unspecified)	-1	-0.3	1	-1.6	-1.5	1	-0.3	-0.1	-8	nt	1.8
CCCCc1nc(NCC2CCCO2)c(C#N)c2c1COC(C)(C)C2 (stereo unspecified)	-10	-1.2	2	0.2	-1.6	-3	-0.3	-0.4	-1	1.1	1.9
COC(=O)C(O)(NC(=O)c1ccncc1)C(F)(F)F (stereo unspecified)	-2	1.3	2	-0.9	-1.6	-2	-0.1	0.5	-1	1.9	1.9
CCOC(=O)C(=O)Nc1ccc(OC)c(Cl)c1	-2	-3.2	9	-0.4	-0.1	-1	0.0	1.5	5	0.6	0.3
CCc1nnc(NC(=O)CN2CCN(C3CCCCC3)CC2)s1	4	0.6	-7	1.2	-1.2	2	0.5	4.7	3	0.7	2.8
CCOC(CCNC(=O)CCC(=O)Nc1ccc2nc(N3CCN(C)CC3)cc(C)c2c1)OCC	-36	-1.2	5	-0.2	-1.0	1	0.5	0.5	-4	1.1	-1.6
CC(=O)Nc1ccc(Sc2ncccc2C(=O)Nc2ccc(F)cc2)cn1	4	-3.2	1	-1.1	-0.6	0	-0.5	0.3	-1	2.2	0.5
COc1ccc(S(=O)(=O)N2CCc3ccccc32)cc1C(=O)NCc1ccco1	3	1.1	1	-1.9	-1.3	-3	-1.0	-1.3	-21	-1.3	-0.1
COC(=O)N1N=C(c2ccccc2)CC1(O)C(F)(F)F (stereo unspecified)	0	0.0	-2	3.4	0.0	5	2.0	9.1	11	1.0	2.5
COc1cc(NC(=O)C2CC(c3cccc(Br)c3)=NO2)cc(OC)c1OC (stereo unspecified)	-4	-1.2	13	-0.4	-1.4	-1	0.0	1.8	-10	3.9	-1.3
CCC(=O)Nc1cccc(NC(=O)c2cccnc2)c1	2	-1.8	-4	1.2	-0.8	6	0.0	0.6	2	0.1	3.2
O=C1C(=O)N(Cc2ccc(-c3ccc(Cl)nc3)cc2)c2ccc(OC(F)(F)F)cc21	-5	nt	1	-2.2	-0.9	nt	nt	-6.0	25*	nt	nt
Cn1c(CNC(=O)Nc2cccc(Cl)c2)nnc1SCc1ccccc1	3	0.7	-3	-0.2	-0.3	-5	-0.1	-0.3	-7	1.5	-4.2
O=C(Nc1ccc(Oc2ccccc2)nc1)C1CCN(Cc2ccccc2)CC1	-2	-2.3	-3	0.4	-0.8	-2	1.2	-1.8	-10	-0.3	0.1
CS(=O)c1ccccc1COC(=O)Nc1ccc(Cl)cc1 (stereo unspecified)	-1	-1.6	-5	-1.7	-1.3	2	-0.2	1.1	-1	-0.2	1.3
CCOC(=O)c1cnc(-c2ccc(C(F)(F)F)cn2)[nH]c1=O	2	-0.9	3	-1.5	-0.8	-1	-0.5	1.3	-3	nt	-0.4
NC(=O)CN1C(=O)C(O)(CC(=O)/C=C\C=C\c2ccccc2)c2ccccc21 (stereo unspecified)	0	-0.3	-2	-3.6	-1.1	-3	0.0	0.1	6	-1.2	-0.7
COc1cc2c(cc1OC)-c1cc(Nc3ccccc3)nc(=O)n1CC2	-64	-1.6	-1	-4.0	-2.2	4	-0.3	-4.2	10	-1.8	4.2
CC(=O)c1ccccc1OC(=O)c1ccc(-c2ccccc2)cc1	-11	-0.4	0	1.2	-1.2	-3	0.2	2.5	6	0.8	1.6
Cc1ccccc1OCCn1cc(C(=O)C(=O)N2CCOCC2)c2ccccc21	-7	-0.5	4	-1.3	-1.4	-4	-1.0	-2.8	-19	1.0	0.5
C=CCC1=C/C(=C\c2c(N)n3nc(CC(=O)N4CCOCC4)sc3nc2=O)C=C(OC)C1=O	-69	-5.2	-4	-0.7	-1.4	-2	-1.7	1.9	-15	0.3	1.3
COc1ccc(S(=O)(=O)NC(C)C(=O)NCc2ccc3c(c2)OCO3)cc1OC (stereo unspecified)	-3	-2.1	-1	0.2	-1.0	-1	0.0	4.2	-4	0.3	0.3
COc1ccc(-c2cc(C(=O)Nc3cc(C)nn3-c3ccccc3)no2)cc1OC	-6	0.4	4	0.3	-1.6	1	0.2	-3.2	5	0.7	-0.8

# In a second layout: entries from further up
> COC(=O)C(O)(NC(=O)c1ccncc1)C(F)(F)F (stereo unspecified)
- PLC-beta3 inh: -2
- PG9 Ab binder: 1.3
- Rev-erbA mod: 2
- hcDAF12 agonist: -0.9
- ssDAF-12 act: -1.6
- SMARCA2 act: -2
- DAX1 inh-1: -0.1
- hgDAF-12 ag: 0.5
- HGIII-sPLA2 inh: -1
- DAX1 inh-2: 1.9
- FXN GAA850 act: 1.9
> COC(=O)N1N=C(c2ccccc2)CC1(O)C(F)(F)F (stereo unspecified)
- PLC-beta3 inh: 0
- PG9 Ab binder: 0.0
- Rev-erbA mod: -2
- hcDAF12 agonist: 3.4
- ssDAF-12 act: 0.0
- SMARCA2 act: 5
- DAX1 inh-1: 2.0
- hgDAF-12 ag: 9.1
- HGIII-sPLA2 inh: 11
- DAX1 inh-2: 1.0
- FXN GAA850 act: 2.5

# Next section:
molecule	PLC-beta3 inh	PG9 Ab binder	Rev-erbA mod	hcDAF12 agonist	ssDAF-12 act	SMARCA2 act	DAX1 inh-1	hgDAF-12 ag	HGIII-sPLA2 inh	DAX1 inh-2	FXN GAA850 act
CCc1ccccc1NC(=O)Cn1nc(C)n2cccc2c1=O	-4	0.7	-4	-1.0	-1.0	0	0.2	-0.4	6	-1.3	0.2
COc1cccc(C(=O)Nc2c(C(N)=O)oc3ccccc23)c1	0	0.6	-5	-0.4	-1.7	3	-1.2	1.4	-5	-0.7	1.7
CCOc1cc(-c2ccc(N)c(OCC)c2)ccc1N	-21	-1.9	-3	2.9	0.5	0	0.9	1.0	0	-0.1	0.3
CN(C)c1ccc(/C=C/c2ccc3ccccc3[n+]2C)cc1	0	-58	-9	-8.8	-3.6	-9	-4.2	-18	19*	-3.6	-12
Cc1cccc(C)c1NC(=O)C(c1ccc(C#N)cc1)n1c(=O)c(-c2cc3ccccc3[nH]2)nc2ccccc21 (stereo unspecified)	i	1.3	5	5.0	-0.5	-9	-1.1	1.4	-3	nt	nt
O=C(NNC(=O)c1ccc(SCC2CCCO2)c([N+](=O)[O-])c1)c1ccc(F)cc1 (stereo unspecified)	-1	-4.3	3	-0.7	-0.9	0	-0.3	-1.1	-6	0.8	0.1
